Assay outcomes: PubChem BioAssay, National Center for Advancing Translational Sciences (NCATS)
TDP1 cell noCPT: qHTS for Inhibitors of human tyrosyl-DNA phosphodiesterase 1 (TDP1): qHTS in cells in absence of CPT. DT40 Tdp1-/- hTDP1 cells, no CPT, ATP luminescence, 48 h. Potency, µM (highest dose often 46.2 µM), for inactives: at the highest dose activity change, negative = growth inhibition, usual class: inhibitors. 15% of 420,000 active. AID 686978, 2013; note: nearly all actives have a fitted effect of over 55% in size
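Cells were dispensed at 400 per well, compounds added by pin tool, plates incubated ≥48 hr at 37 °C, then CellTiter-Glo added for 30 min at room temperature before luminescence reading. Line: DT40 Tdp1-/- complemented with hTDP1; camptothecin omitted.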
TDP1 cell CPT: growth inhibition of DT40 Tdp1-/-;hTDP1 cells with camptothecin (screen for TDP1 inhibitors) | chicken DT40 Tdp1-/-;hTDP1 cells + 20 nM CPT, ATP luminescence, 48 h | Potency, µM (series often up to 46.2 µM), without a hit: at the highest dose activity change, negative = growth inhibition, most hits filed as inhibitors | 12% of 420,000 active | AID 686979; note: nearly all actives have a fitted effect of over 55% in size
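Chicken DT40 Tdp1-/- cells stably complemented with human TDP1 were seeded at 400 cells/well in medium containing 20 nM camptothecin, exposed to pin-transferred compounds, and grown at 37 °C for at least 48 hr. Viability was read as ATP luminescence.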
TDP1 inh: blocks human tyrosyl-DNA phosphodiesterase 1 | recombinant TDP1, AlphaScreen DNA substrate cleavage | Q9NUW8 | AID 485290 | Potency, µM (highest dose often 130 µM), without a hit: top-dose activity change, negative = inhibition, usual class: inhibitors | 0.28% of 350,000 active; note: nearly all actives have a fitted effect of over 40% in size
Target sequence (Q9NUW8 whole entry, looked up): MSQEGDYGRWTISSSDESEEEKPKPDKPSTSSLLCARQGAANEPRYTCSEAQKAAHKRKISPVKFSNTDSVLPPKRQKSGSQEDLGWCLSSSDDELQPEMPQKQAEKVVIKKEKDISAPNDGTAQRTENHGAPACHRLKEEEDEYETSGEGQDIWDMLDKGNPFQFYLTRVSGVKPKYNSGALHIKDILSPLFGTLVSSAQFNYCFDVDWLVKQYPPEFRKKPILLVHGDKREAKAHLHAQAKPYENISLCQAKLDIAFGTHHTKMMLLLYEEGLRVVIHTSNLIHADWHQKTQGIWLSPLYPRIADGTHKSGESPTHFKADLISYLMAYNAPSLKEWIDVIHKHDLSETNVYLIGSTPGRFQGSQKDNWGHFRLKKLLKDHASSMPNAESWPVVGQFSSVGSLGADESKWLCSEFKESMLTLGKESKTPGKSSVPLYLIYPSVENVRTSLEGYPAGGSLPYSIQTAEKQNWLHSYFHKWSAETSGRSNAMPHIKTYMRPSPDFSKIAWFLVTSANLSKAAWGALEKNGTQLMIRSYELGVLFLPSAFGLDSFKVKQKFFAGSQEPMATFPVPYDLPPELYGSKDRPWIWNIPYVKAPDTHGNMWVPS
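AlphaScreen read-out: signal falls as enzyme removes the 3' tyrosine-FITC from a 5'-biotinylated DNA oligo (15 nM, 5 min, RT). Enzyme was E. coli-made recombinant Tdp1 at 1 nM, exposed to compound for 15 min beforehand; beads 10 ug/ml, 10 min.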
An asterisk follows results filed as active; ? = inconclusive; · = no result given; & = joins results of further samples; [ ] = dose if it differs, or a comment. Calls come from the whole dose curve; as a rule, active = well fitted curve in the direction sought with a large enough effect; inconclusive = small, poorly fitted or top-dose-only effect, or another doubt; inactive = no such curve, though single readings can be large; an effect the other way counts as inactive or inconclusive. % is set by controls: 0 for no effect and ±100 for the full control effect; potency is the fitted concentration of half-maximal effect.

A first look (2 entries):
SMILES	TDP1 cell noCPT	TDP1 cell CPT	TDP1 inh
COc1ccccc1-n1cnnc1SC(C)C(=O)NCC1CCCO1 (stereo not drawn)	?	-4%	-2%
CC(C)OC(=O)C1Cc2ccccc2CN1S(=O)(=O)c1cccs1 (stereo not drawn)	?	-28%	·

The whole of this part (from the top)
SMILES	TDP1 cell noCPT	TDP1 cell CPT	TDP1 inh
COc1ccccc1-n1cnnc1SC(C)C(=O)NCC1CCCO1 (stereo not drawn)	?	-4%	-2%
CC(C)OC(=O)C1Cc2ccccc2CN1S(=O)(=O)c1cccs1 (stereo not drawn)	?	-28%	·
O=C(CCCO)NNc1c2ccccc2nc2ccccc12	?	9%	1%
COc1ccccc1C(=O)COC(=O)/C=C/c1ccccc1	-5%	-17%	-1%
COc1ccccc1OCC(=O)Nc1cc(Cl)ccc1Oc1ccccc1	10%	7%	-14%
Cc1cccc(N2CC(C(=O)OCc3ccc([N+](=O)[O-])cc3)CC2=O)c1 (stereo not drawn)	6%	7%	3%
COC[C@@H]1CCCN1[C@H]1CS(=O)(=O)N[C@@H]1COCc1ccccc1	1%	-13%	·
Cc1ccc(C)c(OCC(=O)Nc2ccc(S(=O)(=O)Nc3ccccn3)cc2)c1	-29%	-15%	3%
O=C(NCC(c1ccc(Cl)cc1)N1CCCCC1)c1ccccc1 (stereo not drawn)	15µM*	13µM*	4%
CCOC(=O)c1ccc(NC(=O)N2CCN(CCc3ccccc3)CC2)cc1	?	-19%	2%
CN1OC[C@@H]2CN(S(=O)(=O)c3ccccc3)[C@H](c3ccc(N4CCCCC4)cc3)C[C@@H]21	?	?	·
CN(Cc1ccc(Cl)c(Cl)c1)C(c1cc2ccccc2o1)c1nnnn1C(C)(C)C (stereo not drawn)	21µM*	?	·

Results in TDP1 cell CPT and TDP1 cell noCPT, for 3 of the compounds above:
| Structure | TDP1 cell CPT | TDP1 cell noCPT |
| --- | --- | --- |
| COC[C@@H]1CCCN1[C@H]1CS(=O)(=O)N[C@@H]1COCc1ccccc1 | -13% | 1% |
| Cc1ccc(C)c(OCC(=O)Nc2ccc(S(=O)(=O)Nc3ccccn3)cc2)c1 | -15% | -29% |
| O=C(NCC(c1ccc(Cl)cc1)N1CCCCC1)c1ccccc1 (stereo not drawn) | 13µM* | 15µM* |

(cont.)
SMILES	TDP1 cell noCPT	TDP1 cell CPT	TDP1 inh
CCOC(=O)C1CCCN(CC(=O)/C=C2/N(C)c3ccccc3C2(C)C)C1 (stereo not drawn)	13µM*	?	0%
O=C(NCc1ccc(F)cc1)N1CCN(C(=O)c2ccccc2)CC1	-26%	-11%	-3%[56.1 µM]
O=C(CSc1nnnn1-c1ccc2c(c1)CCC2)Nc1ccc2c(c1)OCCO2	?	?	7%
N/C(=N\c1nc2c(c(=O)[nH]1)CCC2)Nc1cccc2ccccc12	?	?	3%
NC(=O)CSCc1ccc(Br)cc1	?	-10%	3%
COc1ccc(-c2cc(C(=O)NCc3ccc(F)cc3)[nH]n2)c(C)c1	?	18µM*	·
Cc1cc(S(=O)(=O)Nc2ccc(C(=O)NCC3(N4CCCCC4)CCCCC3)cc2)ccc1F	-28%	-3%	·
Cc1sc2c(c1C)C(O)=C(C(=O)Nc1ccccc1)S(=O)(=O)N2C	?	?	8%
C[C@@H]1COc2cccc(N3CCN(Cc4ccccc4F)CC3)c2S(=O)(=O)N1	-4%	-8%	·
COc1ccc(Br)cc1C1CC(=O)C(C)C(c2cc(Br)ccc2OC)N1 (stereo not drawn)	-3%	1%	·
CCn1c(=O)cc(SCC(=O)N2CCN(C3CCCCC3)CC2)c2ccccc21	-51%	-30%	2%
COc1cccc(-c2ccc3ncnc(NCc4ccccc4OC)c3c2)c1	15µM*	?	5%[56.1 µM]
O=C(CCc1nnc2ccc(NCc3ccco3)nn12)N1CCCCC1	-14%	-12%	·
CCC(=O)N(Cc1c(C)nn(-c2ccccc2)c1Cl)c1ccc(Cl)cc1	?	?	3%
CNC(=S)N(CCc1c(C)[nH]c2ccc(C)cc12)Cc1ccco1	?	?	7%
CCOc1ccc(-c2c(C(=O)N/N=C/c3ccc(OC(C)C)cc3)nnn2-c2nonc2N)cc1	?	-23%	1%
N#Cc1ccc(-c2cccnc2)nc1SCC(=O)c1ccccc1	?	?	1%
O=S(=O)(c1ccc(Br)cc1)N1CCN(c2cc(-c3ccccc3)nc3ncnn23)CC1	26µM*	13µM*	3%
CCc1cc(=O)oc2c3c(cc(OCC(=O)NC4CC4)c12)OC(C)(C)CC3	?	?	·
CCC(CC)NC(=O)CC(c1ccccc1)c1ccccc1	?	-27%	0%
COc1cccc(NC(=O)CN(Cc2ccccc2)S(=O)(=O)c2ccc3nc(C)sc3c2)c1	26µM*	?	6%
CC(C)(C)[C@H]1CCC(=O)N([C@H](CSc2ccccc2)Cc2ccccc2)CC1	?	23µM*	·
Cc1nn(C)c(C)c1CN(Cc1nc(-c2cc(F)ccc2F)oc1C)C1CC1	?	?	12%
Cc1ccccc1NC(=O)NC1(C(=O)N2CCC(O)CC2)CCCCC1	-10%	-19%	13%[0.0935 µM]
Cc1ccc(S(=O)(=O)N(C)C)cc1NC(=S)Nc1cccc2ccccc12	?	?	14%
COc1ccc(-c2nc3c(c(SCC(=O)N4CCCC4)n2)COC(C)(C)C3)cc1	-19%	-29%	·
CCN=c1scc(C)n1/N=C/c1ccsc1	1%	-7%	8%
O=C(CCOc1ccccc1)Nc1ccnn1C1CCN(CCc2ccccc2)CC1	-26%	?	0%
CS(=O)(=O)N1CCC2(CC1)CN(c1ccc(-c3ccccc3)cc1)C2	?	?	·
Cc1cc(C)c(NC(=O)CNC(=O)c2ccc3ncsc3c2)c(C)c1	-16%	-1%	-2%
CCN(CC)CCN(C(=O)c1cc(Cl)sc1Cl)c1nc2cc3c(cc2s1)OCO3	-29%	-23%	7%
CCCCCCNC(=O)O[C@H]1CN(C(=O)OC(C)C)N(C(=O)OC(C)C)[C@@H]2CN(S(=O)(=O)c3ccc(C)cc3)C[C@]12O	16µM*	18µM*	·
COc1ccc(-c2oc3ncn4nc(COc5c(C)cccc5C)nc4c3c2-c2ccc(OC)cc2)cc1	?	?	1%[12.3 µM]
Cc1cc(C(=O)Nc2ccccc2N2CCOCC2)ccc1[N+](=O)[O-]	?	-14%	1%
CCCCOCCCN1CC(=O)N2[C@@H](Cc3c([nH]c4ccccc34)C2(C)C)C1=O	18µM*	?	·
O=C(NCc1ccccc1)C12CN(Cc3ccccc3)CC1C(c1ccc([N+](=O)[O-])cc1)=NO2 (stereo not drawn)	?	?	10%

Full records, quoted from the list. Values in the order: TDP1 cell noCPT | TDP1 cell CPT | TDP1 inh
Cc1ccc(S(=O)(=O)N(C)C)cc1NC(=S)Nc1cccc2ccccc12 is listed with ? | ? | 14%
CCN(CC)CCN(C(=O)c1cc(Cl)sc1Cl)c1nc2cc3c(cc2s1)OCO3 is listed with -29% | -23% | 7%

Later entries:
SMILES	TDP1 cell noCPT	TDP1 cell CPT	TDP1 inh
Cc1c(C(=O)N2CCN(S(=O)(=O)c3cc(F)ccc3F)CC2)oc2ccccc12	-25%	-27%	-1%[56.1 µM]
CCc1ccc(S(=O)(=O)ON2C(=O)c3ccccc3C2=O)cc1	12µM*	7.3µM*	0%
Cc1nn(C(C)(C)C)c(NC(=O)c2ccccc2)c1C#N	?	-16%	·
COc1cc2oc(=O)ccc2cc1-c1c(OC)ccc2ccc(=O)oc12	?	?	0%
COc1ccc(Cn2cc(C(=O)c3ccc(Cl)cc3)c(=O)c3cc4c(cc32)OCO4)cc1	23µM*	?	7%
COc1ccccc1-n1c(C)nnc1SCC(=O)Nc1cc(C)cc(C)c1	?	?	5%
CCOc1cccc(C2C=C(c3ccc4c(c3)OCO4)NC(c3cccc(Br)c3)N2)c1O (stereo not drawn)	10µM*	10µM*	2%
O=C(Cn1cnc2c(nnn2Cc2ccc(Cl)cc2)c1=O)NCC1CCCO1 (stereo not drawn)	-1%	-16%	0%
CCCc1ccc(OCC(O)CN2CCCC2)cc1 (stereo not drawn)	-12%	-11%	·
O=C(NCc1ccccc1)C(c1ccc(F)cc1)N1CCN(C(=O)C2CCCO2)CC1 (stereo not drawn)	-3%	?	·
CCOC(=O)Cn1cnc([N+](=O)[O-])n1	-14%	9%	2%
CC[C@H](C)C(=O)O[C@H]1CCC=C2C=C[C@H](C)[C@H](CC[C@@H]3C[C@H](O)CC(=O)O3)[C@H]21	13µM*	19µM*	11%[56.1 µM]
CCOC(=O)C1=C(N)Oc2ccc3ccccc3c2C1c1cccnc1 (stereo not drawn)	?	-5%	7%
COc1cccc(CNc2ncnc3cc(Cl)ccc23)c1	?	?	5%
COc1ccc(C(CC(=O)NCc2ccccc2Cl)N2Cc3ccccc3C2=O)cc1OC (stereo not drawn)	?	-27%	6%
CCC(=O)C1CCCN(C(=O)CCc2nnc(-c3ccc(C(C)=O)s3)o2)C1 (stereo not drawn)	14%	-13%	5%
Cc1ccc(S(C)(=O)=NC(=O)NC(=O)c2c(Cl)cccc2Cl)cc1 (stereo not drawn)	-6%	-1%	3%
CCCCN(CC)C(=O)Cn1c(=O)sc2ccccc21	-4%	5%	4%
O=C(C1CCN(S(=O)(=O)c2ccccc2)CC1)N1CCCCCC1	2%	10%	1%
COCCNC(=O)CN1C(=O)COc2ccc(S(=O)(=O)N3CCCCCC3)cc21	23%&9%	-23%&-7%	-1%&2%
Cc1ccc(N2CC(C(=O)Nc3ccc4c(c3)OCO4)CC2=O)cc1 (stereo not drawn)	-8%	0%	7%
Cc1oc(/C=N/NC(=O)CC2(C)OCCO2)cc1Br	1%	29%	-3%
NNC(=O)c1sccc1OCc1ccc(Cl)cc1	-10%	14%	4%
Cc1ccccc1C(=O)O[C@H]1[C@H](Cc2ccccc2)NS(=O)(=O)[C@H]2CC3C=C[C@]12O3	20µM*	?	1%
CCC1=C2CC[C@H]3C(=O)N(CC)C(=O)[C@H]3[C@H]2[C@@]2(Cc3ccccc3)C(=NCCOC)OC(=O)N2C1=O	-10%	2%	6%&1%
CCN(CC)CC(=O)Nc1c(C)cc(C(C)(C)C)cc1C	?	?	6%
CCOc1cc(C2C3=C(CCCC3=O)N(CC(=O)O)C3=C2C(=O)CCC3)ccc1OC	-7%	-13%	4%
COc1ccc(-c2nnc(SCC(=O)Nc3cc(F)ccc3C)o2)cc1	-3%	1%	5%
CC[C@H](C)/C=C/C1=CC2=C(Cl)C(=O)[C@@]3(C)OC(=O)C(C(=O)[C@H](C)[C@@H](C)O)=C3C2=CO1	18µM*	?	·
COc1ccccc1CNC(=O)Cc1c(C)c2cc3c(C)coc3c(C)c2oc1=O	12µM*	16µM*	2%
O=C(N/N=C/C1CC=CCC1)c1ccc(Cl)cc1O (stereo not drawn)	-2%	-2%	-1%
O=C(OCc1cn([C@H]2C[C@H](c3ccc(Cl)cc3)N(C(=O)c3cccs3)C[C@@H]2O)nn1)c1ccccc1	7%	2%	·
Cc1c(C(=O)NCc2ccc([N+](=O)[O-])cc2)sc(=O)n1Cc1ccc2c(c1)OCO2	?	?	·
CCOC(=O)c1cnc2c(C)c(Cl)ccc2c1NCCCN1CCOCC1	?	?	·
O=C1C(=O)c2ccccc2C(O)=C1CCCCl	4.1µM*	5.8µM*	-5%
CCCn1c(N)c(N(CCOC)C(=O)CSc2ccccc2)c(=O)[nH]c1=O	20%	-10%	0%
O=C(Nc1cccc([N+](=O)[O-])c1)c1cccc(C(=O)Nc2cccc([N+](=O)[O-])c2)c1	7.3µM*	?	0%
Cn1c(-c2ccccc2)c(Sc2ccccc2)c2cc(-c3ccc4cc[nH]c4c3)ccc21	23µM*	?	·
O=C(CSc1ncccn1)Nc1ccc(Cl)c(S(=O)(=O)N2CCOCC2)c1	-22%	-5%	-1%
CC1(C)CC(=O)c2cc(C(=O)N3CCCC(C)(C)C3)c(=O)n(-c3ccccc3)c2C1	?	-5%	6%

Looked up by structure from above:
SMILES	TDP1 cell noCPT	TDP1 cell CPT	TDP1 inh
CC1(C)CC(=O)c2cc(C(=O)N3CCCC(C)(C)C3)c(=O)n(-c3ccccc3)c2C1	?	-5%	6%
O=C(Nc1cccc([N+](=O)[O-])c1)c1cccc(C(=O)Nc2cccc([N+](=O)[O-])c2)c1	7.3µM*	?	0%
O=C(CSc1ncccn1)Nc1ccc(Cl)c(S(=O)(=O)N2CCOCC2)c1	-22%	-5%	-1%
